# Assay outcomes as filed in PubChem BioAssay.
# MCF10A rereplic: A quantitative high throughput screen for small molecules that induce DNA re-replication in MCF 10a normal breast cells; MCF 10A DNA re-replication, Hoechst nuclear intensity, 48 h; actives 2.9% (n = 350,000); AID 624296, 2012; Potency, µM (series often up to 46.1 µM), for inactives: top-dose activity, positive = re-replication, hits mostly activators; also: % of control where 0% means no effect; nearly all actives have a fitted effect of over 50% in size
# ATXN viability: Viability Counterscreen for Primary qHTS for Inhibitors of ATXN expression; actives 0.49% (n = 400,000); Potency, µM (top dose mostly 56.7 µM), usual class: cytotoxic; AID 651635, 2014; S2 cells (HEK-293 line with an ATXN2-luciferase reporter) viability, CellTiter-Fluor protease fluorescence, 24 h; also: nearly all actives have a fitted effect of over 40% in size
# HepG2 viability: qHTS for Inhibitors of TGF-b: Cytotox Counterscreen; HepG2 CAGA-GFP viability, ATP luminescence, 18 h; Potency, µM (titrated, usually from 46.1 µM), inactives show top-dose activity change, negative = cytotoxicity, hits mostly cytotoxic; actives 0.76% (n = 410,000); AID 588856, 2011; also: some results filed as inactive show a strong effect at the top dose
#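 HepG2 CAGA-GFP cells (1000/well, DMEM with 1% FBS) received compound, then TGF-beta at 500 pg/mL final, and were incubated 18 hours at 37 degrees C. Viability was read by CellTiter-Glo luminescence. Media-only wells were set as complete cell-killing and DMSO as no toxicity.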
# Nrf2 inh: Nrf2 qHTS screen for inhibitors; actives 2.1% (n = 360,000); AID 504444, 2011; Potency, µM (top dose mostly 46 µM), for the others: at the top dose activity change, negative = inhibition, hits mostly inhibitors; A549 ARE-Fluc reporter, luciferase luminescence, 18-24 h; also: % is scaled to controls: 0 for no effect and ±100 for the full control effect; nearly all actives have a fitted effect of over 60% in size
#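 A549 ARE_Fluc cells (5000/well, 5% FBS OPTI-MEM) pre-incubated 2 h, then treated with compounds 18-24 h at 37C/5% CO2 in concentration-response. CellTiter-Fluor viability read first; BugLite luciferase luminescence after 15 min at room temperature gives Nrf2 activity.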
# Nrf2 ARE act: qHTS of Nrf2 Activators; AREc32 ARE-luciferase reporter (MCF7-derived line), luminescence, 24 h; Potency, µM (series often up to 46.1 µM), inactives show top-dose activation, most hits filed as activators; actives 0.31% (n = 410,000); also: % of control where 0% means no effect; nearly all actives have a fitted effect of over 65% in size
#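 Nrf2 activation is followed as ARE-luciferase induction in the AREc32 line after one day of compound treatment; luminescence is read with Steady-Glo.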
# ATXN2 expr inh: Primary qHTS for Inhibitors of ATXN expression; HEK-293 ATXN2-luciferase reporter, luminescence, 24 h; Potency, µM (doses to about 57 µM), inactives show at the highest dose activity change, negative = inhibition, most hits filed as inhibitors; actives 0.72% (n = 360,000); also: % is scaled to controls: 0 for no effect and ±100 for the full control effect; nearly all actives have a fitted effect of over 55% in size
#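 ATXN2-luciferase reporter cells (luciferase flanked by upstream and downstream ATXN2 gene portions) were treated 24 h at 37 °C with compounds at up to 57 uM. SteadyGlo luminescence gave expression; GF-AFC fluorescence gave viability.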
# TGFb SMAD3 inh: qHTS for Inhibitors of TGF-b; Potency, µM (highest dose often 46.1 µM), for the others: at the top dose activity, negative = inhibition, most hits filed as inhibitors; actives 1.2% (n = 410,000); HepG2 CAGA-GFP TGF-b/SMAD3 reporter, GFP fluorescence, 18 h; TGF-beta stimulated, 500 pg/mL final; also: % is scaled to controls: 0 for no effect and ±100 for the full control effect; nearly all actives have a fitted effect of over 65% in size
#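 Per well, imaged GFP fluorescence of HEPG2 CAGA-GFP cells gives the signal; cells get compound, then TGF-beta (500 pg/mL final), 18 h at 37 degrees C; %Activity versus -TGF-beta and +DMSO controls.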
# EPAC2 antagonist: qHTS for Antagonist of cAMP-regulated guanine nucleotide exchange factor 2 (EPAC2): primary screen. EPAC2 GEF exchange of Rap1B-BODIPY-GDP, fluorescence. Rap guanine nucleotide exchange factor 4 (Homo sapiens), Q8WZA2. actives 0.18% (n = 360,000). AID 720708, 2013. Potency, µM (titrated, usually from 114 µM), without a hit: at the highest dose activity, negative = inhibition, usual class: inhibitors; also: % is scaled to controls: 0 for no effect and ±100 for the full control effect; nearly all actives have a fitted effect of over 45% in size; many of its hits are not listed in these tables
# Target sequence (Q8WZA2 whole entry, looked up): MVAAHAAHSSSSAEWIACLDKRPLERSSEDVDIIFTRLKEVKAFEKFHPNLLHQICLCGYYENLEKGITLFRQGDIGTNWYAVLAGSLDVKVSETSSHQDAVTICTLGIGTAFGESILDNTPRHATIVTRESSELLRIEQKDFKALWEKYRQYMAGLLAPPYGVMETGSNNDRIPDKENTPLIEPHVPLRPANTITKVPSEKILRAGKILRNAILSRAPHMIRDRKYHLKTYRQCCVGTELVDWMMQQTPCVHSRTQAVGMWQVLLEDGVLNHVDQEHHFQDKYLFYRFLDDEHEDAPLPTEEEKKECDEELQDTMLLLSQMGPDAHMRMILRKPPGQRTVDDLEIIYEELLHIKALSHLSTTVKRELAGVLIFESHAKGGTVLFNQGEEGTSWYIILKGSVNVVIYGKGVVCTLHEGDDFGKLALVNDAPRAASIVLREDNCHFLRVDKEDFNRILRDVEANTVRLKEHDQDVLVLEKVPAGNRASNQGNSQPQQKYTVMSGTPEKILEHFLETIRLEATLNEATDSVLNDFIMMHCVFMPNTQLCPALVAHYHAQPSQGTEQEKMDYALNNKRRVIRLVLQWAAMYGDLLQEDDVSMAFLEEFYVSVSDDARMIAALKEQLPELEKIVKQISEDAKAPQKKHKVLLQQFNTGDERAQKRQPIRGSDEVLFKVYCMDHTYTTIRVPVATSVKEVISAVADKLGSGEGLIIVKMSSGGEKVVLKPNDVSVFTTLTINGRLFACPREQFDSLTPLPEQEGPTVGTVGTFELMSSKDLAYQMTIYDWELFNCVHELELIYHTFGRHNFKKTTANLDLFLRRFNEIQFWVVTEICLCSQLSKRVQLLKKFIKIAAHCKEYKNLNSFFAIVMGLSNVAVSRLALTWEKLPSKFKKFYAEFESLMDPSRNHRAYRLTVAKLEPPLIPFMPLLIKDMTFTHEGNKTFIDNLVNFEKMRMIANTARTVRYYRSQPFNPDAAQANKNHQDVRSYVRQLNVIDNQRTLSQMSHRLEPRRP
# A549 tox: Nrf2 qHTS screen for inhibitors: counterscreen for cytotoxicity; A549 ARE-Fluc cells, CellTiter-Fluor viability, 18-24 h; Potency, µM (series often up to 46 µM), inactives show at the highest dose activity change, negative = cytotoxicity, actives largely listed as inhibitors; actives 0.16% (n = 390,000); AID 504648, 2011; also: % is scaled to controls: 0 for no effect and ±100 for the full control effect
#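 Cytotoxicity counterscreen: CellTiter-Fluor fluorescence was measured in A549 ARE_Fluc cells after 18-24 h of compound exposure in a concentration series. The subsequent BugLite luminescent read reports ARE-luciferase activity.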
# * marks the source's active call; other numbers are inactive results; i = inactive; ? = inconclusive; / = no result given; & = joins results of further samples; [ ] = dose if it differs, or a comment. Calls follow the shape of the dose curve; as a rule, active = well fitted curve in the direction sought with a large enough effect; inconclusive = small, poorly fitted or top-dose-only effect, or another doubt; inactive = no such curve, though single readings can be large; an effect the other way counts as inactive or inconclusive. Potency is read from the fitted curve at half-maximal effect. Only part of the results is shown. The share of hits here may be higher or lower than overall.
# Results follow in this order: ATXN2 expr inh | ATXN viability | TGFb SMAD3 inh | Nrf2 ARE act | Nrf2 inh | MCF10A rereplic | HepG2 viability | EPAC2 antagonist | A549 tox
CN(C)S(=O)(=O)c1cccc(C(=O)N2CCN(C(=O)C3CCCO3)CC2)c1 (configuration not stated)
    3% | i | -3% | 0.2% | -3% | 2% | 0% | -7% | -5%
O=c1c2ccccc2[nH]c(=S)n1CCCN1CCN(c2ccccc2)CC1
    28% | i | -20% | 0.1% | ? | 0% | -20% | 3% | -6%
CCCc1ccc(-c2ccc(C(=O)O)cc2)nc1
    -14% | i | 2% | -1.7% | ? | 0% | -15% | -2% | 3%
Cc1ccc(C(=O)CCC(=O)N2CCN(C/C=C/c3ccccc3)CC2)cc1
    / | i | -14% | 2.9% | / | / | -23% | 2% | /
CC(C)OC(=O)CSc1nnc2c3ccccc3n(C)c2n1
    -9% | i | -15% | -0.1% | -12% | 24% | -1% | 6% | -1%
COCCNC(=O)C(c1ccc(C)cc1)N(CCOC)C(=O)CCC(=O)Nc1ccccn1 (configuration not stated)
    4% | i | -27% | -0.7% | 5% | -1% | -29% | 3% | -5%
Cc1csc(NC(=O)CSc2nnc3ncccn23)n1
    -1% | i | 1% | -0.4% | 9% | 6% | 2% | 1% | -7%
Cn1cnnc1SCc1ccc(C(=O)N/N=C/c2cccs2)cc1
    / | i | 16% | 0.5% | 3% | -28% | 11% | -5% | 5%
COC(=O)c1ccc(C2C(Oc3ccccc3)C(=O)N2CCc2ccc(OC)c(OC)c2)cc1 (configuration not stated)
    -8% | i | -4% | -0.1% | -36% | ? | -18% | -5% | -1%
Cc1nc(N2CCCC2)c2c(C(=O)Nc3ccc(Br)cc3F)c(C)oc2n1
    / | / | -11% | 0.8% | -1% | / | -22% | / | 3%
O=[N+]([O-])c1cccc(-c2csc(Nc3ccccc3)n2)c1
    45%[activator] | i | ? | ? | ? | -6%[9.22 µM] | 3% | -21% | ?
COc1ccc(S(=O)(=O)N2CCC(C(=O)NCCC(=O)Nc3ccccc3OC)CC2)cc1
    / | i | 6% | -0.8% | / | / | 9% | -5% | /
O=C(NNS(=O)(=O)c1ccc([N+](=O)[O-])cc1)c1ccc([N+](=O)[O-])cc1
    -6% | i | -8% | 0.3% | 0% | -6% | -18% | 1% | 0%
CC(C)(c1ccccc1)c1ccc(OCCN)cc1
    -38% | i | 4% | 5.7% | 1% | ? | -78% | -1% | 4%
CC(OC(=O)c1ccco1)C(=O)Nc1ccc(C(F)(F)F)cc1 (configuration not stated)
    / | i | -15% | 3.8% | 5% | -1% | -10% | 0% | -3%

# An excerpt from above, limited to HepG2 viability and EPAC2 antagonist.
structure | HepG2 viability | EPAC2 antagonist
COC(=O)c1ccc(C2C(Oc3ccccc3)C(=O)N2CCc2ccc(OC)c(OC)c2)cc1 (configuration not stated) | -18% | -5%
Cc1nc(N2CCCC2)c2c(C(=O)Nc3ccc(Br)cc3F)c(C)oc2n1 | -22% | /

# Some of these compounds in order of SMILES length, smallest number first:
# Results follow in this order: ATXN2 expr inh | ATXN viability | TGFb SMAD3 inh | Nrf2 ARE act | Nrf2 inh | MCF10A rereplic | HepG2 viability | EPAC2 antagonist | A549 tox
CCCc1ccc(-c2ccc(C(=O)O)cc2)nc1
    -14% | i | 2% | -1.7% | ? | 0% | -15% | -2% | 3%
Cc1csc(NC(=O)CSc2nnc3ncccn23)n1
    -1% | i | 1% | -0.4% | 9% | 6% | 2% | 1% | -7%
O=[N+]([O-])c1cccc(-c2csc(Nc3ccccc3)n2)c1
    45%[activator] | i | ? | ? | ? | -6%[9.22 µM] | 3% | -21% | ?
Cc1nc(N2CCCC2)c2c(C(=O)Nc3ccc(Br)cc3F)c(C)oc2n1
    / | / | -11% | 0.8% | -1% | / | -22% | / | 3%
COCCNC(=O)C(c1ccc(C)cc1)N(CCOC)C(=O)CCC(=O)Nc1ccccn1 (configuration not stated)
    4% | i | -27% | -0.7% | 5% | -1% | -29% | 3% | -5%
COc1ccc(S(=O)(=O)N2CCC(C(=O)NCCC(=O)Nc3ccccc3OC)CC2)cc1
    / | i | 6% | -0.8% | / | / | 9% | -5% | /

# The list continues:
# Results follow in this order: ATXN2 expr inh | ATXN viability | TGFb SMAD3 inh | Nrf2 ARE act | Nrf2 inh | MCF10A rereplic | HepG2 viability | EPAC2 antagonist | A549 tox
CC(C)(C)[C@H]1COC(=O)CCC/C=C/C[C@H](CC(=O)N(CCO)Cc2ccccc2)C(=O)N1
    6% | i | -13% | -0.6% | 20% | 10% | -14% | 10% | -12%
COCCn1c(SCC(=O)NNC(=O)c2ccccc2)nc2ccccc21
    -2% | i | 12% | -0.7% | 2% | 2% | -1% | 22% | -10%
CCCc1nnn(S(=O)(=O)c2ccc([N+](=O)[O-])cc2)c1CCC
    8% | ? | 17% | -0.3% | -8% | -1% | 6% | 12% | 0%
O=C(NCc1ccc(F)cc1Cl)C1CCN(S(=O)(=O)N2CCC3(CC2)OCCO3)CC1
    -13% | i | -33% | -0.7% | 1% | 1% | -1% | -1% | 2%
Cc1nc2cc(-c3ccc(Cl)cc3)nn2c(NCCN(C)C)c1C
    0% | i | -10% | 16% | ? | ? | -31% | 4% | 3%
C=CC[C@@H](CC(=O)NCCO)C(=O)NC[C@H](OC(=O)[C@@H](CC=C)CC(=O)OC(C)(C)C)c1ccccc1
    -9% | i | 0% | 0.2% | -1% | 0% | -8% | -3% | -8%
COc1ccc(OC)c(S(=O)(=O)N2CCCC(C(=O)N3CCCC3)C2)c1 (configuration not stated)
    10% | i | -4% | -0.4% | 3% | 12% | 8% | -20% | 3%
Cc1cc(NS(=O)(=O)c2cn(C)nc2C)no1
    0% | i | 12% | -0.1% | 4% | -1% | 3% | -4% | 1%
Cc1ccccc1OCC(=O)N/N=C/c1ccc(N2CCOCC2)o1
    -37% | i | 13µM* | 0.6% | -8% | ? | -46% | 16% | -1%
Cc1cc(C)cc(N(CC(=O)NCCSCc2ccco2)S(C)(=O)=O)c1
    -3% | i | -6% | 0.3% | -9% | -3% | 1% | -19% | 0%
CC(=O)N1CCN(c2ccc(Oc3nnnn3-c3ccccc3)cc2)CC1
    -11% | i | -3% | 5.4% | ? | -187%[0.0737 µM] | -10% | 5% | -7%
S=c1[nH]nc(SCc2ccccc2)c2[nH]cnc12
    29% | i | -4% | 2.4% | -5% | -35%[inhibitor] | -12% | -5% | -20%
CCC1(c2ccccc2)NC(=O)N(CC(=O)Nc2cc(S(=O)(=O)N3CCCCCC3)ccc2OC)C1=O (configuration not stated)
    -4% | ? | ? | -0.6% | ? | ? | -5% | 0% | -25%
O=C(Nc1ccc2c(c1)CCC2)c1ccccc1
    55%[activator] | i | -7% | 8.6% | ? | 13% | -19% | -16% | 0%
Oc1ccc2ccccc2c1CNc1cnc2ccccc2c1
    30% | i | -16% | 13% | 5% | -7% | -27% | 0% | 0%
Clc1ccc(-c2c[n+]3c(n2-c2ccccc2)SCC3)cc1
    -21% | i | -17% | -0.8% | ? | 5% | -2% | -2% | -3%
CCC(=O)Nc1ccc2c(c1)ncn2-c1ccccc1OC
    1% | i | -8% | 0.4% | / | 4% | -2% | 2% | 0%
CCOc1ccccc1-c1nc(-c2cccc(Br)c2)no1
    31% | i | 7% | 10% | ? | -4% | -13% | 6% | 18%
CC(C)OC(=O)NCCOC(=O)Nc1ccccc1Cl
    17% | i | 24% | 3.0% | -20% | 1% | 10% | 4% | -3%
CCOc1ccc(NC(=O)c2sc(NC(C)=O)c(C(=O)OC)c2C)cc1
    16% | ? | 0% | -0.2% | 18% | 2% | -2% | 3% | -3%
Cc1ccc(C)c(NC(=O)CN(C)C(=O)Cc2ccccc2)c1
    -15% | i | 6% | 0.1% | -4% | 5% | 34% | 6% | 1%
CCN1C(=O)CSC1=Nc1cccc(C(=O)O)c1
    12% | i | 0% | -0.1% | ? | -1% | -1% | 10% | 3%
COc1ccccc1N1CCN(S(=O)(=O)c2ccc([N+](=O)[O-])cc2)CC1
    / | i | 9% | -1.1% | / | / | -78% | -17% | /
O=C(CSc1nc2ccccc2o1)N1CCN(C(=O)c2ccco2)CC1
    10% | i | 4% | 11% | -20% | -1% | -26% | -8% | -3%
O=C(CCNC(=O)N1CC(=O)Nc2ccccc21)NCc1cccc(C(F)(F)F)c1
    / | ? | -4% | 2.6% | / | / | 9% | 18% | /
Cn1c(C(=O)NCC2CCCO2)cc2oc3ccccc3c21 (configuration not stated)
    56%[activator] | i | 0% | 3.6% | ? | 22% | -18% | -16% | -4%
CN(C(=O)c1cccc(NC(=O)Cc2cccc(NC(=O)C3CCCN(C(=O)C4CCCCC4)C3)c2)c1)C1CC1 (configuration not stated)
    0% | i | -22% | 0.6% | -13% | -1% | 10% | 4% | -2%
C=CCn1c(-c2ccc(Cl)cc2)cnc1SC(C)C(N)=O (configuration not stated)
    -2% | i | -1% | -1.1% | -8% | ? | -12% | -10% | 1%
CCOc1ccc2nc(N(CCN(C)C)C(=O)c3ccc4c(c3)CCCC4)sc2c1
    -10% | i | -11% | -0.1% | 10% | 27% | -45% | -2% | -5%
CC(=O)N1CCN(c2ccccc2NC(=O)COc2ccccc2C)CC1
    -15% | ? | 3% | 0.1% | -16% | 18% | -2% | ? | -4%
O=C(NCCCNC(=O)c1cc(Cl)ccc1Cl)c1ccco1
    -11% | i | -3% | 0.5% | -7% | 12% | -5% | 1% | 5%
CCOC(=O)c1sc(NC(=O)CC2OC(=O)c3ccccc32)nc1C (configuration not stated)
    6% | i | -1% | 1.9% | 15% | 6% | -15% | -8% | -8%
COc1cc(-c2noc(C)c2C#Cc2ccccn2)cc(OC)c1OC
    -16% | ? | ? | 0.6% | 6% | ? | 3%&-2% | -28% | 0%
